Yfh1-depleted yeast – enhancers of respiration in Yfh1-depleted yeast, dose response, Friedreich's ataxia, plus single-dose screen (AID 1465); S. cerevisiae Yfh1-off respiration, WST-1 reduction, 72 h; higher fold induction means a stronger effect; one-dose fold induction at 50 µM; EC50 in µM for titrated hits; 220,000 tested, 0.074% active;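 active means fold induction of absorbance versus untreated yeast above a set limit, then at least 30% activation at any dose in follow-up; inconclusive means repeats straddling the limit, or above it without dose testing; inactive means fold induction below the set limit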;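 further: activators that raise dye reduction in frataxin-depleted yeast; strong numbers were not always called active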
TNAP activators – human TNAP enzyme activators, primary screen, biochemical, luminescent, no phosphate acceptor, uHTS (AID 1001). Alkaline phosphatase, tissue-nonspecific isozyme (Homo sapiens). purified TNAP, luminescent activation assay, no phosphate acceptor; higher activation fold means a stronger effect. activation fold at 20 µM; hits with a dose series show EC50 in µM. 200,000 tested, 0.03% active; in the data active means activation fold from about 3, or a potency from the dose series; inactive means the rest, 99 in 100 with activation fold below about 1.6; further: many of its hits are not listed in these tables
NOD1 NF-kB reporter – NOD1 signaling inhibitors, primary screen, cell-based, luminescence, uHTS (AID 1578); 290,000 tested, 1% active; inhibition, % at 4 µM, or EC50 in µM where a hit was titrated; NOD1-driven NF-kB luciferase reporter cells, luminescence; higher % means a stronger effect; in the data active means inhibition mostly above about 36%, no sharp cut-off; inactive means mostly below about 34%;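 further: HEK-293T reporter cells stimulated with the NOD1 agonist gamma-tri-DAP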
KOR beta-arrestin-1 – KOR antagonists, beta-arrestin recruitment, cell-based, luminescence, uHTS (AID 1778); Kappa-type opioid receptor (Homo sapiens); KOR beta-arrestin recruitment, luminescence, antagonist mode; higher % means a stronger effect; one-dose inhibition, % at 10 µM; IC50 in µM for titrated hits; 290,000 tested, 0.091% active; further: strong numbers were not always called active
HEK293 NOD2/NF-kB – NOD2 signaling inhibitors, cell-based, luminescence, uHTS, HEK293 (AID 1566); HEK293 NOD2/NF-kB luciferase reporter, luminescence; higher % means a stronger effect; inhibition, % at 4 µM, or EC50 in µM where a hit was titrated; 290,000 tested, 0.63% active; further: many of its hits are not listed in these tables
ER stress rescue – rescue of cells from ER stress-induced death, primary screen, 384-well, CSM14.1, thapsigargin, ATP luminescence (AID 1222). CSM14.1 thapsigargin-induced death rescue, ATP luminescence; higher % means a stronger effect. cellular ATP content (survival), % at 20 µM; hits with a dose series show EC50 in µM. 190,000 tested, under 10 active;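 active means EC50 below 50 µM in the dose-response confirmation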;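 further: death triggered by thapsigargin at about 15 µM added after 2 h compound pretreatment; cell ATP read after overnight thapsigargin exposure of roughly 18 to 22 hours; normalized against plate controls of thapsigargin alone and 5% DMSO vehicle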
KOR beta-arrestin-2 – KOR agonists, beta-arrestin recruitment, primary screen, cell-based, luminescence, uHTS (AID 1777) | KOR beta-arrestin recruitment, luminescence; higher % means a stronger effect | one-dose activation, % at 10 µM; EC50 in µM for titrated hits | 280,000 tested, 0.02% active | Kappa-type opioid receptor (Homo sapiens); in the data active means activation above about 50%, passing the limit was not always enough; further: a part of the inactive calls stands beside numbers as strong as those of hits
NTR1 ag – agonists of NTR1, primary screen, imaging, U2OS cells, beta-arrestin-GFP, high content (AID 493036); NTR1-U2OS beta-arrestin-GFP spot imaging, agonist mode; 330,000 tested, 0.17% active; activation, % at 20 µM; Neurotensin receptor type 1 (Homo sapiens), P30989;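 active means activation at or above 40% of the spot to cytoplasm intensity ratio, with at least 20 cells analyzed; inconclusive means wells under 20 cells, flagged as cytotoxic or low count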;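 further: 0% = DMSO without peptide and 100% = 100 nM NTR1 peptide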
Target sequence (P30989 whole entry, looked up): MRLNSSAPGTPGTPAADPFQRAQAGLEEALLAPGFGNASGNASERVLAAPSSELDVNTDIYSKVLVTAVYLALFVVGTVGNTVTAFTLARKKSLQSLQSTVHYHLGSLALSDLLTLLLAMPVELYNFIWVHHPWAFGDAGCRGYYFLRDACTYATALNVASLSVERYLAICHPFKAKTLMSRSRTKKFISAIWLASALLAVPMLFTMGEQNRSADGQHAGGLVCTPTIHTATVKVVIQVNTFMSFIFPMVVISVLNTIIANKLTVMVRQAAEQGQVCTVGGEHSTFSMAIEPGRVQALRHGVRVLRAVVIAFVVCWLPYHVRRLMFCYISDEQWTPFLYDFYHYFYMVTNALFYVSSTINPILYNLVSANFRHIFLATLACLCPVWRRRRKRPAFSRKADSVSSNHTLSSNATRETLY
GPR55 activation – GPR55 agonists via beta-arrestin recruitment, primary screen, imaging, U2OS cells, beta-arrestin-GFP redistribution (AID 1961); G-protein coupled receptor 55 (Homo sapiens); U2OS GPR55 beta-arrestin-GFP redistribution imaging; higher % means a stronger effect; activation, % at 10 µM; hits with a dose series show EC50 in µM; 290,000 tested, 0.048% active;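 active means activation above 40% with more than 50 cells counted in the well; inconclusive means wells holding fewer than 50 cells, flagged as toxic or sparse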;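 further: U2OS osteosarcoma cells stably expressing GPR55 and beta-arrestin-GFP; plate controls were DMSO negative control for no effect and LPI positive control for full effect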
NTR1 ag cell count 20 µM – further read-out of NTR1 ag, marked with its call; cell count; measured here: cell count, cytotoxicity flag
* marks the source's active call; other numbers are inactive results; i = inactive; ? = inconclusive; nt = not tested or not shown; [ ] = remark or other dose. Unless noted, no stated cut-off is given here; in the data, active means inhibition above about 50%; inactive means the rest. A portion of the library. The share of hits here may be higher or lower than overall.

SMILES | Yfh1-depleted yeast | TNAP activators | NOD1 NF-kB reporter | KOR beta-arrestin-1 | HEK293 NOD2/NF-kB | ER stress rescue | KOR beta-arrestin-2 | NTR1 ag | NTR1 ag cell count 20 µM | GPR55 activation
CC1(C)CC(=O)C(C(N)=NC(=O)c2ccc([N+](=O)[O-])cc2)=C(O)C1 | i | 1.1 | -35% | 4% | -17% | 0.0% | 1.1% | 3.8 | 34 | 0.7%
O=C(c1nc2nc(-c3ccc(Cl)cc3)cc(C(F)(F)F)n2n1)N1CCOCC1 | i | 1 | -10% | 1% | 14% | 0.7% | -1.5% | -0.3 | 92 | 0.2%
COc1ccc(NC(=O)c2cc3c(s2)CCC(C)C3)cc1S(=O)(=O)N1CCOCC1 (configuration not stated) | i | 1 | 37% | 13% | 43% | -5.4% | -1.0% | 8.1 | 49 | 0.1%
COc1cccc(NC(=O)c2ccc3c(SCC(=O)O)c4c(nc3c2)CCCC4)c1 | i | 1.1 | -35% | 8% | 4% | 0.2% | -2.9% | -0.3 | 35 | -0.2%
COc1ccc(NC(=O)CSc2c3c(nc4ccccc24)CCCC3)c(OC)c1 | i | 1.2 | 42% | 41% | 10% | -0.8% | 2.2% | 6.1 | 59 | 0.1%
Cn1c(=O)c2c(nc(SCc3nc(N)nc(N4CCCCC4)n3)n2C)n(C)c1=O | i | 1.1 | -19% | -20% | 8% | 5.3% | 1.5% | 4.2 | 49 | 0.1%
CCOC(=O)c1cnc2c(c(C)nn2CC)c1NCCN1CCOCC1 | i | 1 | -14% | 2% | 1% | 0.3% | nt | -0.9 | 58 | -0.2%
CCOc1ccc(N(C(=O)c2cc3ccccc3oc2=O)C2C=CS(=O)(=O)C2)cc1 (configuration not stated) | i | 1.1 | -42% | 15% | -3% | 0.0% | 0.2% | -0.7 | 67 | -0.6%
CC(=O)Nc1ccc(Nc2nc(-c3sc(C)nc3C)cs2)cc1 | nt | nt | -7% | -2% | 25% | nt | -2.2% | 1.2 | 70 | 1.0%
COc1cc2c(cc1OC)C(CC#N)=NC(C)(C)C2 | i | 1 | -6% | -31% | 7% | 0.2% | 4.4% | -0.8 | 40 | -0.1%
Nc1[nH]c(N=NC(=O)c2ccccc2)c2ccccc12 | i | 2.1 | -58% | -16% | -69% | -8.2% | 1.5% | 0.9 | 43 | -0.2%
C=C(C)C1Cc2c(C)nn(-c3nc(C)cc(C)n3)c2C1 (configuration not stated) | i | 1.1 | -22% | -23% | 9% | -1.1% | 4.6% | 0.4 | 34 | -0.1%
O=C(CN1C(=O)CCSc2ccccc21)Nc1ccc(F)cc1 | i | 1.1 | -17% | 8% | 3% | nt | 1.9% | -1.9 | 65 | 0.2%
COC(=O)C1=C(c2ccc(OC)cc2)OC(=O)C1(C)C | nt | nt | 4% | -33%[20 µM] | 10% | nt | 0.6% | -3.5 | 81 | 0.4%
O=C(NCCO)/C(=C\c1ccc([N+](=O)[O-])o1)NC(=O)c1ccccc1 | i | 1 | -38% | -21% | -2% | 1.7% | -4.8% | 3.5 | 36 | -0.1%
COc1ccc(CCNc2ncnc3c2c(C)c(C)n3CCCN(C)C)cc1OC | nt | nt | -16% | -43% | 10% | nt | 0.7% | -0.3 | 94 | -0.1%
O=c1[nH]c(=S)[nH]nc1Cc1ccc(Cl)c(Cl)c1 | nt | nt | -4% | 19% | 11% | nt | -5.3% | 0.2 | 106 | 0.0%
Cc1ccc(OCc2nc(-c3ccccc3)no2)cc1 | i | nt | -1% | 17% | -10% | nt | 3.3% | -0.3 | 60 | 0.0%
CCCn1nc(C(=O)N2CCc3ccccc3C2)c2ccccc2c1=O | i | 1.1 | -22% | -12% | 6% | -1.5% | 0.5% | -0.6 | 59 | 0.3%
O=C(N[C@@H](Cc1ccccc1)C(=O)Nc1ccc(F)cc1)C1CCNCC1 | nt | nt | -17% | -55% | 8% | nt | 2.4% | -0.5 | 41 | -0.1%
Cc1cc(C)cc(OC(=O)COc2ccccc2C)c1 | nt | nt | -15% | 21% | 11% | nt | -0.4% | 0.8 | 82 | -0.1%
c1csc(CNc2ccc3c(c2)OCCO3)c1 | i | 1.1 | -24% | -40% | -3% | -3.3% | 2.0% | nt | nt | 0.2%
O=C(C1CCN(C2CCN(Cc3cccc4c3OCO4)CC2)CC1)N1CCOCC1 | i | 1 | 26% | 3% | -3% | 0.1% | nt | -2.5 | 54 | 0.0%
CCn1c2ccccc2c2cc(NC(=O)CSc3nnc(-c4ccccc4)o3)ccc21 | i | 1.1 | -38% | -13% | -113% | 2.1% | 0.9% | -0.9 | 26 | 0.0%
CC(C)Oc1ccc(CCC(=O)NNC(=O)CCC(=O)O)cc1 | i | nt | 14% | -25% | -1% | nt | 1.7% | 0.2 | 58 | -0.3%

Ordered by the number under NOD1 NF-kB reporter (rising): three from the list above.
| SMILES | NOD1 NF-kB reporter |
| --- | --- |
| COc1ccc(CCNc2ncnc3c2c(C)c(C)n3CCCN(C)C)cc1OC | -16% |
| O=C(c1nc2nc(-c3ccc(Cl)cc3)cc(C(F)(F)F)n2n1)N1CCOCC1 | -10% |
| CC(=O)Nc1ccc(Nc2nc(-c3sc(C)nc3C)cs2)cc1 | -7% |

The results go on:
SMILES | Yfh1-depleted yeast | TNAP activators | NOD1 NF-kB reporter | KOR beta-arrestin-1 | HEK293 NOD2/NF-kB | ER stress rescue | KOR beta-arrestin-2 | NTR1 ag | NTR1 ag cell count 20 µM | GPR55 activation
CCOC(=O)CNC(=O)CSc1nnc(NC(=O)c2ccccc2Cl)s1 | i | 1 | -8% | -33%[20 µM] | -27% | -2.5% | -4.3% | -0.7 | 62 | -0.1%
O=C(O)C1CC=CCC1C(=O)Nc1cc(Cl)ccc1Cl (configuration not stated) | i | 1.1 | -16% | 20% | 26% | -2.1% | 2.5% | -1.0 | 87 | -0.1%
COc1ccccc1OCc1nnc(SCC(=O)N2CCCCC2)n1-c1ccccc1 | i | 1.1 | 13% | 10% | 5% | 3.5% | -3.0% | 0.5 | 98 | -0.2%
CCOC(=O)C(/C(C)=N/NC(=O)C1CC1c1ccccc1)C(C)C (configuration not stated) | i | 1.1 | 48% | 10% | -2% | 4.3% | 1.2% | -0.2 | 65 | 0.5%
COCCNC(=O)C1c2ccccc2C(=O)N(CCOC)C1c1ccc(F)cc1 (configuration not stated) | i | 1.1 | -10% | -3% | 0% | -1.1% | 2.4% | 0.7 | 89 | 0.3%
Cc1cc(N/C(=N\S(=O)(=O)c2ccc(Cl)cc2)c2ccc(F)cc2)no1 | i | 1.1 | -10% | 2% | 11% | -2.7% | 16% | -0.6 | 82 | -0.1%
Nc1c(/C=C2\C=Nc3ccccc32)c(=O)nc2sc(CC(=O)N3CCOCC3)nn12 | nt | nt | 12% | -11% | 14% | nt | -6.6% | 0.2 | 52 | -0.2%
OCCN(Cc1nc(-c2ccc3c(c2)OCO3)no1)Cc1cccs1 | i | 1.1 | -2% | 6% | -23% | 2.4% | -1.8% | -1.0 | 52 | 1.0%
O=C(CC(C(=O)O)c1ccc(Cl)cc1)c1ccc(Cl)c(Cl)c1 (configuration not stated) | nt | nt | -1% | -2% | 28% | nt | -3.9% | 0.3 | 40 | 0.9%
CN(Cc1ccccc1)S(=O)(=O)c1ccc(Cl)c(C(=O)NCCc2ccccn2)c1 | i | 1 | 5% | -1% | -12% | 0.3% | -0.3% | 1.7 | 50 | -0.3%
Cc1cc2c(C)ccc(C)c2nc1SCC(=O)c1cccs1 | i | 1.2 | -14% | 8% | 13% | -2.2% | -4.6% | 9.4 | 63 | -0.4%
COc1ccc(CCN(C)C2CCCN(C(=O)c3sccc3C)C2)cc1OC (configuration not stated) | nt | nt | -19% | -5% | -4% | nt | -1.5% | -0.3 | 51 | 0.2%
COc1ccc(C(=O)NCc2nnc(SCC(=O)Nc3ccc4c(c3)OCO4)o2)cc1 | i | 1.1 | -1% | -7% | -14% | -0.9% | 0.7% | 0.3 | 77 | 0.2%
CCC(=O)Nc1ccc(C(=O)Nc2ccc3c(c2)C(=O)N(CC2CCCO2)C3=O)cc1 (configuration not stated) | i | 1.1 | -14% | 5% | -4% | 0.6% | -0.1% | 0.0 | 64 | 0.2%
CCc1ccc(OCC(=O)Nc2ccc3[nH]ncc3c2)cc1 | nt | nt | -10% | -4% | -4% | nt | 2.6% | 0.5 | 67 | 0.8%
O=C(CCN1CCN(c2ccccn2)CC1)Nc1ccc(F)cc1 | i | 1.2 | nt | -16% | 7% | -1.6% | 2.2% | 6.8 | 47 | -0.1%
O=[N+]([O-])c1ccc(Cl)c(/C=N/n2c(COc3ccccc3)n[nH]c2=S)c1 | i | 0.8 | -22% | -36% | -27% | -1.0% | 0.9% | 9.0 | 67 | -0.2%
CC(C)(O)C#Cc1ncc(C(F)(F)F)cc1Cl | i | 1.1 | -19% | -8% | -9% | 0.9% | -9.2% | 1.5 | 62 | 0.1%
Cc1cc(Cl)c(S(=O)(=O)Nc2ccc3c(c2)OCCO3)cc1OCC(=O)NC1CCCCC1 | i | 1.1 | 8% | 1% | 18% | -0.3% | 3.4% | 1.0 | 82 | ?
CCOC(=O)c1cc2sccc2n1CC(=O)Nc1ccc(OC)cc1OC | i | 1.1 | -14% | 19% | 0% | -2.1% | -3.4% | 1.9 | 67 | -0.2%
CCOC(=O)c1nc(N/N=C/c2ccccc2)sc1Br | nt | nt | -14% | -14%[20 µM] | 9% | nt | 1.5% | 21 | 54 | 0.8%
COC(=O)c1cc(NC(=O)C2C3C=CC(C3)C2C(=O)O)cc(C(=O)OC)c1 (configuration not stated) | i | 1.1 | -12% | 6% | -10% | -1.1% | -1.7% | 0.7 | 61 | 0.2%
CCOC(=O)N1CCN(C(=O)CSc2nnc(-c3ccc(C)c(C)c3)o2)CC1 | i | 1.1 | 3% | 2% | 15% | 3.0% | 5.9% | 4.4 | 53 | -0.1%
O=C(c1cc(-c2cccc(O)c2)on1)N1CCN(C(c2ccccc2)c2ccccc2)CC1 | i | 1.1 | -6% | 0% | -9% | -0.7% | 0.5% | 21 | 56 | -0.1%
COc1ccc(CCNC(=O)CSc2nnc(CNc3ccc(Cl)cc3)o2)cc1OC | i | 1.1 | -31% | 33% | 6% | -1.5% | -2.4% | -0.2 | 73 | 0.7%
COc1ccc(CCN(C)CCC(=O)Nc2cc(C)ccc2C)cc1OC | i | 1.1 | 20% | 8% | 4% | -2.2% | 8.3% | -1.1 | 60 | 0.0%
O=C1OC(c2ccco2)=N/C1=C\c1ccc(-c2cccc(C(F)(F)F)c2)o1 | i | 0.8 | -18% | 2% | 10% | -1.3% | 19% | -1.9 | 89 | 0.4%
